# Screening data (PubChem)
# WRN helicase inh: inhibitors of human WRN helicase; WRN helicase unwinding, fluorescent forked duplex, kinetic; Potency, µM (doses to about 114 µM), for inactives: top-dose activity change, negative = inhibition, hits mostly inhibitors; 360,000 tested, 0.46% active; note: potency is the fitted concentration of half-maximal effect; % is set by controls: 0 for no effect and ±100 for the full control effect; nearly all actives have a fitted effect of over 55% in size
#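 Kinetic red-fluorescence monitoring (525/598 nm) tracks WRN helicase activity after 100 nM fluorophore-quencher forked duplex and 2 mM ATP are added to 20 nM enzyme pretreated 15 min at room temperature with compound.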
# EPAC1 antag: blocks human EPAC1 exchange factor; 360,000 tested, 0.14% active; EPAC1 GEF assay, Rap1b-BODIPY-GDP exchange fluorescence; O95398; AID 720709; Potency, µM (titrated, usually from 115 µM), inactives show at the top dose activity change, negative = inhibition, most hits filed as inhibitors;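 note: potency is the fitted concentration of half-maximal effect; plate controls were vehicle for no effect and positive control for full effect; nearly all actives have a fitted effect of over 50% in size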
# Target sequence (O95398 whole entry, looked up): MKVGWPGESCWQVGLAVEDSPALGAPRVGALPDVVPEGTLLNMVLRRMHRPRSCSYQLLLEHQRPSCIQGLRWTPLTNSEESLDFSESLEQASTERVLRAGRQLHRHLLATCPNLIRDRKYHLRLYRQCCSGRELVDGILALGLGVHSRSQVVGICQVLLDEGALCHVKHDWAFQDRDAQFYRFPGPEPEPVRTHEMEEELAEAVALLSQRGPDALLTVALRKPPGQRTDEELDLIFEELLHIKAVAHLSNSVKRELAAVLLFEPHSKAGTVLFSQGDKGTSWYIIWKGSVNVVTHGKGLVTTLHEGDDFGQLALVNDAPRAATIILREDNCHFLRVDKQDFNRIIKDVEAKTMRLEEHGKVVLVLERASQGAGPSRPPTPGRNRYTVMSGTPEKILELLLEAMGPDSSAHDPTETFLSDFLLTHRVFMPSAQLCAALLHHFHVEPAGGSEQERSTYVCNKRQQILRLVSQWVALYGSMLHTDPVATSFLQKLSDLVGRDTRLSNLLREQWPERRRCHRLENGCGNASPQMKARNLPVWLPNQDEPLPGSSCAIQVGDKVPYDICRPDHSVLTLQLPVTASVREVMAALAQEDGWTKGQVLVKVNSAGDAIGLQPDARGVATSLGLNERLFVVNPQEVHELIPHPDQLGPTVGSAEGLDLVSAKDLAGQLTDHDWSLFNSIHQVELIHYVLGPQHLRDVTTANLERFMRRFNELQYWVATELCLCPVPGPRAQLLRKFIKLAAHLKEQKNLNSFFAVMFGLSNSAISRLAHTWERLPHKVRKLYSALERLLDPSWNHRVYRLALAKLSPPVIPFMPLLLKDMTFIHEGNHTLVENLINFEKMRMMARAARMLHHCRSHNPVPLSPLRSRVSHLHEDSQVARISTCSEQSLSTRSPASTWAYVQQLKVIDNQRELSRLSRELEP
# PI5P4Ka inh: inhibitors of human PI5P4K alpha; P48426; PI5P4Kalpha enzyme, ADP-Glo luminescence, 60 min; active compounds read low; max response, %; 330,000 tested, 1.2% active; AID 652105; active = max response of -50% or lower; inconclusive = between -30% and -50%; inactive = -30% or higher; note: value at the top dose of about 77 µM; % is set by controls: 0 for no effect and ±100 for the full control effect
#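 Single end-point luminescence (ADP-Glo) quantified ADP from PI5P4Kalpha turnover; ATP 5 microM final, 1 h at RT, 0.1% CHAPS and 0.28 mM EGTA in HEPES pH 7.4.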
# FUS yeast rescue: rescues growth of FUS-expressing yeast. S. cerevisiae FUS-expressing, growth rescue, OD600, 24 h. Potency, µM (top dose mostly 76.6 µM), for the others: at the highest dose growth rescue (activation), usual class: activators. 390,000 tested, 0.24% active. AID 1347120;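 note: potency is the fitted concentration of half-maximal effect; plate controls were DMSO vehicle for no effect and reference control for full effect; nearly all actives have a fitted effect of over 55% in size; some results filed as inactive show a strong effect at the top dose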
#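 Galactose (2%) drives FUS expression in yeast precultured in raffinose; seeding density OD 0.005. Test compounds incubated 24hr at 30C and 99% humidity before absorbance at 600 nm was measured.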
# EPAC1 ag: activates human EPAC1 exchange factor; O95398; EPAC1 agonist qHTS, biochemical assay; response scale: 100% = response to 6.5 mM cAMP; Potency, µM (doses to about 154 µM), without a hit: at the highest dose activation, usual class: activators; 360,000 tested, 0.073% active; note: potency is the fitted concentration of half-maximal effect; nearly all actives have a fitted effect of over 60% in size
#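 Normalized to 6.5 mM cAMP, activity reflects EPAC1-catalysed release of BODIPY-GDP from Rap1B, followed kinetically over 30 min at 480 nm excitation, 540 nm emission. Reaction contained 100 nM EPAC1, 250 nM Rap1B-BODIPY-GDP, 50 uM GDP.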
# PLK1 PBD inh: PLK1 (human) polo-box domain binding inhibition. Plk1 PBD binding of FITC phosphopeptide, fluorescence polarization. Potency, µM, without a hit: max response, negative = inhibition, usual class: inhibitors. 360,000 tested, 2.8% active; note: potency is the fitted concentration of half-maximal effect; series mostly up to about 57 µM; % is set by controls: 0 for no effect and ±100 for the full control effect; nearly all actives have a fitted effect of over 65% in size
# Abeta rescue: restores growth of yeast expressing A-beta42 peptide; yeast expressing A-beta42, growth rescue, OD600, 48 h; response scale: 0% DMSO, 100% iron-clioquinol control; Potency, µM (top dose mostly 46.1 µM), inactives show at the top dose growth rescue, most hits filed as activators; 410,000 tested, 0.063% active; AID 1347071; note: potency is the fitted concentration of half-maximal effect; nearly all actives have a fitted effect of over 55% in size
#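 Yeast A-beta toxicity model in growth medium with pinned compounds, 48 h at 30 C; growth read as absorbance at 600 nm. Normalized to FeCl3/clioquinol equimolar mix (positive) and DMSO (negative).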
# IL-2 act: activates IL-2 in a cell-based reporter assay; IL-2 activation reporter assay, cell-based qHTS; stimulated with anti-CD3/CD4/CD28 beads; in transgenic mouse T cells; activation, % (series mostly up to about 46 µM); 360,000 tested, 0.065% active; AID 652025; in the data active = activation above about 50%; inconclusive = mostly about 30% to 49%; note: 0% is about no effect
#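 EGFP and DsRed fluorescence is measured by plate cytometry in unstimulated transgenic mouse T cells exposed to compound for 60 minutes, then stimulated 18 hours at 37 degrees C with anti-CD3/anti-CD4 beads plus anti-CD28.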
# An asterisk follows results filed as active; ? = inconclusive; nt = no result given; [ ] = remark or other dose. Unless noted, calls come from the whole dose curve; as a rule, active = well fitted curve in the direction sought with a large enough effect; inconclusive = small, poorly fitted or top-dose-only effect, or another doubt; inactive = no such curve, though single readings can be large; an effect the other way counts as inactive or inconclusive.
SMILES,WRN helicase inh,EPAC1 antag,PI5P4Ka inh,FUS yeast rescue,EPAC1 ag,PLK1 PBD inh,Abeta rescue,IL-2 act
COc1cc(OC)c2c(-c3ccccc3)cc(=O)oc2c1C(CC(=O)N1CCCC1)c1ccc2c(c1)OCO2 (stereo not given),-12%,-12%,-9,?,-2%,-13%,-5%,-0.7
N#CC(C#N)=C1C=C2C=C(N3CCCCCC3)CCC2CC1 (stereo not given),15µM*,135%[activator],0,-8%,94%,-67%,-34%[inhibitor],1.7
FC(F)(F)c1cccc(NC(=S)NCc2ccccc2)c1,-3%,-27%,13,2%,-9%,-3%,?,-0.4
COc1cccc(CN2CCNC(=O)C2CC(=O)NCCCn2ccnc2)c1 (stereo not given),-11%,-19%,0,23%,8%,-18%,-6%,-2.8
O=C(CCc1nc2ccccc2c(=O)[nH]1)N1CCN(S(=O)(=O)c2ccccc2Br)CC1,-8%,8%,-7,23%,-1%,-4%,-12%,0.3
CCOC(=O)c1c(C)[nH]c(C(=O)OCC(=O)NC2CCS(=O)(=O)C2)c1C (stereo not given),8%,-4%,11,-12%,-5%,-9%,-5%,-0.1
COc1ccc(OCCOCCOc2ccc(C)cc2[N+](=O)[O-])cc1,2%,-5%,-3,nt,9%,-8%,-2%,1.9
COc1ccc(-n2nc3c(c2NC(=O)Cc2cccc(C)c2)CS(=O)C3)cc1 (stereo not given),3%,4%,-4,-15%,0%,2%,5%,-1.6
CCOC(=O)c1c(N2CCCCC2)c2ccccc2[nH]c1=O,10%,3%,-6,6%,-1%,5%,?,0.0
O=C(NCc1cccc(C(F)(F)F)c1)c1cccc(Cl)c1Cl,0%,-10%,2,-13%,-15%,-3%,7%,-1.8
Cc1cc(C)nc(SCc2ccc3nonc3c2)n1,-3%,10%,nt,12%,8%,-14%,-1%,-1.4
COCC(C)NC(=O)C1CC(=O)N(c2ccc(C)cc2)C1 (stereo not given),7%,-2%,nt,10%,13%,-8%,0%,-1.6
COc1cccc(CNc2ccc(N3CCC(C)CC3)cc2)c1OC,1%,3%,nt,?,0%,-4%,17%,-3.3
O=C(CCN=C1NS(=O)(=O)c2ccccc21)Nc1ccc(F)cc1Cl,16%,-3%,2,-5%,-9%,-4%,-18%,-0.6
O=[N+]([O-])c1ccc(O)c(C=Nc2ccc3nc(-c4ccccc4)[nH]c3c2)c1,-32%,-8%,?,7%,0%,-4%,-58%[inhibitor],1.7
CC1Cc2ccccc2N1C(=O)CNc1ccccc1N1CCCCC1 (stereo not given),-7%,-4%,12,2%,13%,-1%,-8%,-0.2
COc1cc(NC(=O)CSc2nncn2C)cc(OC)c1OC,3%,2%,2,-44%,2%,3%,12%,0.5
C1CCCCCC(NCCN2CCNCC2)CCCCC1,-13%,17%,1,-10%,-2%,1%,-6%,-0.9
CC(=O)Nc1nc(-c2ccccc2)nc(-c2ccccc2OC(C)=O)n1,-7%,4%,nt,2%,5%,3%,-2%,-2.0
CCn1c(COc2ccc3ccccc3c2C)nnc1SCC(=O)Nc1cccc(C(=O)O)c1,?,0%,5,nt,1%,?,-1%,-3.5
C/C(=N/NC(=O)c1ccc(-c2ccccc2)cc1)c1cccc(O)c1,-1%,-4%,-19,10%,2%,2%,-12%,1.2
C/C(=N\NC(=O)C1CC1c1ccccc1)c1cccc([N+](=O)[O-])c1 (stereo not given),-1%,-2%,6,13%,-15%,-1%,-10%,0.7
CCOCCCNC(=O)N[C@@H](C)C(=O)OC,3%,1%,nt,21%,-6%,-9%,9%,-2.2
CCOc1ccc(-c2c(C(=O)N/N=C/c3ccc(OC(C)C)cc3)nnn2-c2nonc2N)cc1,-7%,-4%,-1,nt,-6%,1%,-7%,1.4
Cc1[nH]nc2c1C1(CCN(C(=O)c3ccccc3)CC1)C(C#N)=C(N)O2,3%,16%,nt,27%,8%,-10%,14%,-0.7
Cc1nc2c(c(=O)c3ccccc3n2C)c(=O)n1-c1ccc(F)cc1,1%,4%,-7,2%,-9%,-5%,-20%,2.5
CCN(CC)CCOc1ncnc2c1oc1ccccc12,7%,0%,-1,-5%,6%,-5%,-17%,-3.0
Cc1nn(Cc2ccc(Cl)cc2)c(C)c1NC(=O)c1ccc([N+](=O)[O-])cc1,-4%,-12%,4,21%,4%,0%,6%,-1.2
CCC(=O)N1N=C(c2ccccc2)CC1c1ccccc1 (stereo not given),-34%,-17%,-1,16%,-3%,-13%,-7%,-0.5
O=C(Nc1ccc(CN2CCOCC2)cc1)c1ccccc1F,-5%,0%,nt,2%,6%,-4%,16%,-1.8

# Three of the entries above in order of the WRN helicase inh value, lowest first:
SMILES | WRN helicase inh | EPAC1 antag | PI5P4Ka inh | PLK1 PBD inh | IL-2 act
COc1cc(NC(=O)CSc2nncn2C)cc(OC)c1OC | 3% | 2% | 2 | 3% | 0.5
COCC(C)NC(=O)C1CC(=O)N(c2ccc(C)cc2)C1 (stereo not given) | 7% | -2% | nt | -8% | -1.6
O=C(CCN=C1NS(=O)(=O)c2ccccc21)Nc1ccc(F)cc1Cl | 16% | -3% | 2 | -4% | -0.6

# Just IL-2 act (3 entries from above):
canonical_smiles,IL-2 act
Cc1nc2c(c(=O)c3ccccc3n2C)c(=O)n1-c1ccc(F)cc1,2.5
CC1Cc2ccccc2N1C(=O)CNc1ccccc1N1CCCCC1 (stereo not given),-0.2
CCN(CC)CCOc1ncnc2c1oc1ccccc12,-3.0

# (more compounds)
SMILES,WRN helicase inh,EPAC1 antag,PI5P4Ka inh,FUS yeast rescue,EPAC1 ag,PLK1 PBD inh,Abeta rescue,IL-2 act
C=CCNC(=O)CSc1nnc(-c2ccc(S(=O)(=O)N3CCCC3)cc2)n1C,1%,0%,-6,-15%,-6%,4%,-12%,1.0
Cc1nc(SCc2c(F)cccc2Cl)c2c(=O)n(C)c(=O)n(C)c2n1,5%,3%,1,-23%,-3%,-4%,3%,-1.7
CN(C)CCC(O)c1ccccc1 (stereo not given),2%,5%,1,-4%,5%,-5%,0%,-1.7
CCCn1c2c(c(O)c(C(=O)NCCCN(CC)CC)c1=O)CCCC2,-3%,14%,0,16%,1%,-16%,9%,-0.2
Cc1cc(Cl)c(C)c(S(=O)(=O)Oc2ccccc2NC(=O)CCC(=O)O)c1Cl,-1%,7%,-5,0%,12%,2%,8%,0.1
COc1ccccc1NC(=O)c1ccc(NC(=O)Cc2n[nH]c(=O)c3ccccc23)cc1,-1%,-16%,0,-8%,1%,10%,-7%,-1.9
CCOc1ccc(/C=N/NC(=S)NC2CC3C=CC2C3)cc1 (stereo not given),-12%,-12%,0,2%,-1%,-9%,7.9µM*,0.7
Clc1ccccc1NCSC1=NCCS1,-14%,-23%,2,-2%,-15%,-7%,5%,-0.7
CN(Cc1cn(Cc2cccc(Cl)c2)nn1)C1CN(Cc2cn(Cc3cccc(Cl)c3)nn2)S(=O)(=O)C1 (stereo not given),-4%,-14%,2,38%,-10%,-1%,-1%,-0.7
COc1ccccc1-c1cc(C(=O)Nc2cccnc2Cl)no1,7%,1%,1,11%,0%,-5%,-8%,0.1
CN(C)C(=O)c1ccc(NC(=O)c2ccccc2-c2ccccc2)cc1,7%,-15%,-2,13%,-1%,-16%,8%,-1.1
O=C(Nc1nc(-c2ccc3ccccc3c2)cs1)c1ccc(N2C(=O)CCC2=O)cc1,0%,1%,-1,-4%,7%,-5%,-6%,-2.1
COCC(C)n1c(SCC(=O)Nc2cccnc2Cl)nc2ccccc2c1=O (stereo not given),-3%,-4%,3,9%,0%,-2%,3%,-5.1
CCCCNC(=O)CN1C(=O)c2cccc(N)c2C1=O,-14%,-3%,0,3%,0%,-10%,4%,0.2
COC(=O)c1[nH]c2cc(OC)ccc2c1NC(=O)CCN1CCCCC1,-15%,-3%,0,15%,6%,-5%,0%,0.4
CC(C)(C)OC(=O)C[C@@H]1C/C=C\C[C@H](CC(=O)N[C@H](CO)Cc2ccccc2)C(=O)N[C@H](C(C)(C)C)COC1=O,-6%,10%,-3,24%,-14%,-4%,-2%,0.2
CCOC(=O)CSc1nc2cc(OC)ccc2cc1C#N,5%,9%,nt,28%,-5%,-6%,-2%,-0.6
Cc1sc2nc(SCC(=O)N3CCOCC3)[nH]c(=O)c2c1-c1ccccc1,-19%,-4%,-20,nt,-1%,?,-13%,1.6
Cc1sc2ncn(CC(=O)NCCCN3CC(C)CC(C)C3)c(=O)c2c1S(=O)(=O)N1CC(C)CC(C)C1 (stereo not given),10%,-14%,0,23%,1%,-10%,-7%,-4.9
CSc1ccccc1-c1nnc(-c2ccc(Cl)cc2Cl)o1,-17%,-18%,13,nt,4%,-11%,2%,-3.4
CCOC(=O)c1ccc(NC(=O)N2CCN(CCc3ccccc3)CC2)cc1,-10%,-9%,nt,?,4%,-8%,-1%,3.4
CC(C)NC(=O)Nc1ccc2c(c1)C(=O)N([C@H](C)CO)C[C@H](C)[C@@H](CN(C)S(=O)(=O)c1cccs1)O2,-1%,2%,-2,?,10%,-8%,7%,-0.4
CCn1c(C)c2c(C)nnc(C)c2c1C,13%,12%,-5,-1%,-4%,-7%,13%,0.2
COc1ccc(S(=O)(=O)N(C)CC(=O)N2CCCCC2)cc1Cl,0%,12%,13,-18%,-7%,-4%,-5%,0.6
CCCC[C@@H]1C=C(C(=O)O)[C@H](c2ccc3c(c2)OCO3)N1S(=O)(=O)c1ccc(C)cc1,6%,1%,8,39%,-7%,-8%,6%,0.1
O=C(c1ccccc1Cl)N1CCC(O)(c2cccnc2)CC1,-2%,13%,2,0%,5%,45%[activator],9%,-1.2
Oc1oc(-c2ccccc2)nc1C=NCc1ccccc1,-8%,-6%,nt,30%,16%,-5%,-7%,-0.7
COc1cc2c(cc1OC)C(C)N(C(=S)Nc1ccccc1)CC2 (stereo not given),-2%,-24%,-1,20%,9%,-4%,10%,-1.5
Cc1ccc2nc3c(cc(C#N)c(=O)n3-c3nccs3)c(=O)n2c1,-16%,11%,0,11%,-15%,-9%,8%,-1.9
Cc1ccc2oc(Nc3nc(-c4ccccc4)cc(=O)[nH]3)nc2c1,-10%,?,?,29%,-8%,-10%,-4%,1.4
CC(C)C1(C)C(=O)N=C2c3ccccc3C(=O)N21 (stereo not given),2%,2%,-2,-7%,3%,-22%,12%,-2.1
CN(Cc1cnn(-c2ccc(F)cc2)c1)C(=O)[C@H]1O[C@@H](n2ccc(=O)[nH]c2=O)[C@H](O)[C@@H]1O,-3%,15%,4,-2%,0%,-1%,-9%,-0.7
CCOC(=O)/C(C#N)=C1/C=Cc2ccccc2N1CC,6%,5%,6,-8%,-3%,-10%,7%,-0.6
